# Pf Dd2 growth – inhibitors of Plasmodium falciparum Dd2 growth; 94,000 compounds, 2.3% hits; P. falciparum Dd2 growth, SYBR Green, 72 h; active compounds read low; activity change, % at 10 µM; in the data active means activity change below about -80%
# GASC1 inh – KDM4C (human) demethylase inhibition; GST-KDM4C 2-372, H3K9me3 peptide, LANCE TR-FRET; inhibition, % at 12.5 µM; 96,000 compounds, 0.15% hits;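 active means mean replicate inhibition above about 25%, with at least 55% of replicates also reaching it, limit read from the data, passing the limit was not always enough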
# Target sequence (Q9H3R0 2-372 limits assumed): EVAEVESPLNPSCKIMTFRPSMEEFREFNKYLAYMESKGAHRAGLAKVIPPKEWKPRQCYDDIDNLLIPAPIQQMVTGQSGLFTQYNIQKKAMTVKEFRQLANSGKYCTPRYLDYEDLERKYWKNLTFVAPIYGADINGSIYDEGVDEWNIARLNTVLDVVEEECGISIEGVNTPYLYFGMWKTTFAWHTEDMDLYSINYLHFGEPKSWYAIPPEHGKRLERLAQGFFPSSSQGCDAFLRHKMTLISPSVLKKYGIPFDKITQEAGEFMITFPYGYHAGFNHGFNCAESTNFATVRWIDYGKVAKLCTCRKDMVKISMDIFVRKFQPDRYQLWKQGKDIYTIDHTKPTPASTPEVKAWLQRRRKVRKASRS
#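 reagent = H3K9me3 peptide substrate, Fe(II), 2-oxoglutarate | system = GST-tagged GASC-1 (JMJD2C) catalytic fragment, aa 2-372 | amount = enzyme final amount 10 nM | read-out = Fall in 671/618 emission ratio as inhibition | medium = HEPES buffer, pH 7.5, plus ascorbate | schedule = 30 min reaction, 60 min detection, RT | measured by = LANCE TR-FRET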
# T cruzi growth – blocks T. cruzi growth in NIH3T3 culture | T. cruzi beta-gal in NIH3T3, GalScreen luminescence, 90 h | inhibition, % at 8.34 µM | 77,000 compounds, 5.9% hits | AID 624255;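 active means mean inhibition above about 93%, with at least 55% of replicates each passing it, limit read from the data, passing the limit was not always enough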
# C diff growth – blocks growth of Clostridium difficile. Clostridium difficile clinical isolate growth, OD600, 24 h; active compounds read low. growth activity, negative = inhibition, % at 16 µg/mL (by protocol). AID 1259249. 86,000 compounds, 0.25% hits;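 active means mean growth activity at or below -80% and every replicate also at or below -80%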;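 further: 0% = DMSO wells and -100% = levofloxacin 16 µg/mL wells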
# * marks the source's active call; other numbers are inactive results; · = not tested or not shown; & = joins results of further samples.
Pf Dd2 growth	Molecule	GASC1 inh	T cruzi growth	C diff growth
-85.1*	CCCNC(=O)N1CC2(CN(C(=O)C3CCC3)C2)c2c([nH]c3cc(OC)ccc23)[C@H]1CO	-0.4	·	1.8
3.5	C/C=C/c1cnc2c(c1)C(=O)N([C@H](C)CO)C[C@H](C)[C@@H](CN(C)C(=O)NC1CCCC1)O2	1.7	32.3	17.9
2.3	O=C(NCC[C@@H]1CC[C@H](NS(=O)(=O)c2ccc(F)cc2)[C@@H](CO)O1)c1ccc2c(c1)OCO2	0.6	15.8	1.5
16.5	O=C(Nc1ccccc1F)N1CC(=O)N2[C@H](CO)[C@H](c3ccc(C#CC4CCCC4)cc3)[C@H]2C1	0.0	·	-16.0
-74.9	COc1ccc(C#Cc2ccc3c(c2)[C@@H]2[C@@H](CCN2S(=O)(=O)c2ccccc2C)[C@H](CO)N3C)cc1	0.7	72.7	1.6
·	COc1ccc(C(=O)Nc2ccc3c(c2)C(=O)N(C)[C@@H]2CC[C@H](CC(=O)NCC4CC4)O[C@H]2CO3)cc1	3.1	-30.0	11.9
5.2	COCC(=O)N1C[C@@H](C)[C@H](OC)CN(C)C(=O)c2cc(NC(=O)Nc3cccc(F)c3)ccc2OC[C@H]1C	0.5	12.8	·
-44.5	C[C@H](O)C#Cc1ccc2c(c1)O[C@H](CN(C)Cc1ccccc1)[C@@H](C)CN([C@@H](C)CO)S2(=O)=O	·	-64.3	0.6

# More entries:
Pf Dd2 growth	Molecule	GASC1 inh	T cruzi growth	C diff growth
5.2	C[C@@H]1CN([C@@H](C)CO)C(=O)c2cc(N(C)C)ccc2O[C@@H](C)CCCCO[C@@H]1CN(C)CC1CCCCC1	-0.5	41.4	9.3
-44.1	CC(C)NC(=O)Nc1ccc2c(c1)C(=O)N([C@H](C)CO)C[C@@H](C)[C@H](CN(C)S(=O)(=O)c1ccc(Cl)cc1)O2	0.7	14.0	3.6
-20.9	CN1C(=O)c2cc(NC(=O)Nc3ccc(Cl)cc3)ccc2OC[C@H]2O[C@@H](CC(=O)NCCN3CCCCC3)CC[C@@H]21	0.1	-22.4	11.1
·	COCC(=O)N1C[C@@H](C)[C@H](OC)CN(C)C(=O)c2ccc(NC(=O)Nc3cccc(F)c3)cc2OC[C@H]1C	0.9	-52.3	·
-48.8	C[C@H]1CN([C@@H](C)CO)S(=O)(=O)c2ccc(C#CC3CC3)cc2O[C@H]1CN(C)C(=O)c1ccncc1	2.3	109.5*	-10.3
-90.4*	C[C@@H]1CCCCO[C@H](CN(C)C(=O)C2CCCCC2)[C@@H](C)CN([C@@H](C)CO)C(=O)c2cc(NC(=O)Nc3ccc(F)cc3)ccc2O1	-0.2	85.6	-1.5
-44.6	COc1ccc2c3c([nH]c2c1)[C@@H](CO)N(C(=O)Nc1ccc(F)cc1)CC31CCN(C(=O)Nc2ccccc2)CC1	0.4	·	3.6
28.8	C[C@H]1CN([C@@H](C)CO)S(=O)(=O)c2ccc(C#CC(C)(C)O)cc2O[C@H]1CN(C)C(=O)C1CC1	1.4	-15.2	·

# Next compounds
Pf Dd2 growth	Molecule	GASC1 inh	T cruzi growth	C diff growth
34.1	C[C@@H]1CCCCO[C@@H](CN(C)C(=O)CCCN(C)C)[C@H](C)CN([C@@H](C)CO)C(=O)c2cc(NC(=O)CCC(F)(F)F)ccc2O1	0.4	29.9	-5.1
-20.3	COc1ccc2c3c(n(C)c2c1)[C@@H](CO)N(Cc1ccccc1)CC31CN(C(=O)C2CC2)C1	0.3	·	3.0
30.8	O=C(C[C@@H]1C=C[C@H](NC(=O)c2cccnc2)[C@H](CO)O1)NCCN1CCCCC1	-2.1	-45.6	-0.8
-17.4	CCCC(O)C#Cc1cnc2c(c1)C(=O)N([C@H](C)CO)C[C@H](C)[C@H](CN(C)Cc1ccccc1)O2 (stereo partly drawn)	-1.0	18.1	4.5
-65.9	COc1ccc2c3c(n(C)c2c1)[C@H](CO)N(C(=O)CC1CC1)CC31CCN(Cc2ccncc2)CC1	0.6	·	3.4
-20.3	CN1C[C@@H](O)COC[C@H]2O[C@@H](CC(=O)N3CCN(c4ccccc4)CC3)CC[C@@H]21	-1.0	20.8	-2.6&-7.9
-10.3	COc1cccc(S(=O)(=O)N[C@@H]2CC[C@@H](CCNC(=O)Cc3ccncc3)O[C@@H]2CO)c1	3.0	38.8	3.7
-40.3	COc1ccc(C#Cc2cnc3c(c2)C(=O)N([C@H](C)CO)C[C@@H](C)[C@@H](CN(C)C(=O)CC2CC2)O3)cc1	0.4	72.1	3.5

# More compounds follow.
Pf Dd2 growth	Molecule	GASC1 inh	T cruzi growth	C diff growth
-75.4	C[C@H]1CN([C@@H](C)CO)S(=O)(=O)c2ccc(/C=C/c3ccccc3)cc2O[C@@H]1CN(C)Cc1cccnc1	·	101.7	2.1
-66.5	C[C@@H]1CN([C@@H](C)CO)C(=O)c2cc(N(C)C)ccc2O[C@@H]1CN(C)Cc1ccc(C(=O)Nc2ccccc2N)cc1	·	104.3*	0.5
-15.3	CO[C@H](C(=O)N(C)C[C@H]1OCc2ccccc2-c2ccccc2C(=O)N([C@@H](C)CO)C[C@@H]1C)c1ccccc1	1.6	37.0	-2.0
19.6	CC(C)NC(=O)N(C)C[C@@H]1Oc2cc(C#CC(C)(C)O)ccc2S(=O)(=O)N([C@H](C)CO)C[C@@H]1C	0.6	-10.8	0.7
3.3	C[C@H]1CN([C@@H](C)CO)C(=O)Cc2cc(NC(=O)Nc3ccc(F)cc3)ccc2O[C@@H]1CN(C)S(=O)(=O)c1ccc(Cl)cc1	0.4	-22.3	-5.8
·	CC(C)NC(=O)N(C)C[C@H]1OCCCC[C@@H](C)Oc2ccc(NS(=O)(=O)c3cccs3)cc2C(=O)N([C@H](C)CO)C[C@H]1C	-0.9	-66.4	2.8
-4.4	C[C@@H]1CN([C@@H](C)CO)C(=O)c2cccc(NS(=O)(=O)c3cccs3)c2O[C@H]1CN(C)Cc1ccccc1	2.8	-2.0	-1.1
-15.4	COc1ccc(NC(=O)N[C@H]2CC[C@@H](CCNC(=O)c3ccccc3F)O[C@@H]2CO)cc1	0.2	-10.1	-2.2

# Next section:
Pf Dd2 growth	Molecule	GASC1 inh	T cruzi growth	C diff growth
-54.3	COc1ccc(S(=O)(=O)N2CC[C@H]3[C@H](CO)Nc4ccc(C#Cc5cccnc5)cc4[C@H]32)cc1	-1.2	·	-0.9
-25.0	CO[C@H]1CN(C)C(=O)c2ccc(NC(=O)c3cccc(F)c3)cc2OC[C@H](C)N(CC2CC2)C[C@@H]1C	-1.0	-0.7	-2.3
-11.6	COc1cccc(-c2ccc([C@@H]3[C@@H](CO)N(C(=O)c4ccccn4)[C@H]3C#N)cc2)c1	-2.0	62.6	2.1
-1.5	COc1ccc(C(=O)N2C[C@H]3[C@@H](c4ccccc42)[C@@H](CO)N3Cc2ccccc2Cl)cc1	-1.6	21.1	5.8
-17.9	Cc1cccc(S(=O)(=O)N2C[C@@H](O)COC[C@H]3O[C@@H](CC(=O)Nc4ccccc4)CC[C@@H]32)c1	0.7	75.3	7.2
·	CN1C(=O)c2cc(NC(=O)c3cccc(F)c3)ccc2OC[C@@H]2O[C@H](CC(=O)NCC3CCCCC3)CC[C@@H]21	-7.0&-1.5	117.3*	2.7&17.2
1.1	C[C@H]1CN([C@@H](C)CO)C(=O)CCCn2cc(nn2)CO[C@H]1CN(C)Cc1ccc(C(F)(F)F)cc1	-1.5	57.9	·
5.4	CCCC#Cc1cnc2c(c1)C(=O)N([C@H](C)CO)C[C@@H](C)[C@H](CN(C)C(=O)C1CC1)O2	1.7	18.4	-0.7

# Further entries
Pf Dd2 growth	Molecule	GASC1 inh	T cruzi growth	C diff growth
12.2	C[C@@H]1CN([C@H](C)CO)C(=O)Cc2cc(NC(=O)NC3CCCCC3)ccc2O[C@H]1CN(C)Cc1ccc(C(=O)O)cc1	0.7	-25.5	1.1
13.6	CC(C)CC#Cc1cnc2c(c1)C(=O)N([C@H](C)CO)C[C@@H](C)[C@H](CN(C)C(=O)Cc1cccnc1)O2	-2.3	52.2	1.4
10.4	Cc1ccc(S(=O)(=O)Nc2ccc3c(c2)CC(=O)N([C@H](C)CO)C[C@@H](C)[C@@H](CN(C)C(=O)NC(C)C)O3)cc1	0.1	69.0	3.4
-15.8	O=C(C1CC1)N1CC(=O)N2[C@H](CO)[C@@H](c3ccc(C#Cc4cccc(F)c4)cc3)[C@H]2C1	-0.2	·	-13.8
3.5	CC=Cc1ccc2n(c1=O)C[C@H]1[C@H](CO)[C@@H](C(=O)NCC)[C@@H]2N1C(C)=O (mixture of isomers)	0.1	75.4	4.5
15.9	Cc1noc(C)c1S(=O)(=O)N(C)C[C@H]1Oc2ccc(NS(=O)(=O)c3cn(C)cn3)cc2C(=O)N([C@@H](C)CO)C[C@H]1C	4.9	-197.9	-0.2
16.1	COc1ccc(NC(=O)Nc2ccc3c(c2)C(=O)N([C@@H](C)CO)C[C@@H](C)[C@H](CN(C)C(=O)NC(C)C)O3)cc1	-2.0	13.5	-10.1
7.1	O=C(CC1CC1)N1CC[C@@H]2[C@H]1c1cc(-c3ccccc3)ccc1N[C@@H]2CO	-0.3	55.9	-8.4

# Fetched by structure from the list above:
Pf Dd2 growth	Molecule	GASC1 inh	T cruzi growth	C diff growth
16.1	COc1ccc(NC(=O)Nc2ccc3c(c2)C(=O)N([C@@H](C)CO)C[C@@H](C)[C@H](CN(C)C(=O)NC(C)C)O3)cc1	-2.0	13.5	-10.1
12.2	C[C@@H]1CN([C@H](C)CO)C(=O)Cc2cc(NC(=O)NC3CCCCC3)ccc2O[C@H]1CN(C)Cc1ccc(C(=O)O)cc1	0.7	-25.5	1.1
15.9	Cc1noc(C)c1S(=O)(=O)N(C)C[C@H]1Oc2ccc(NS(=O)(=O)c3cn(C)cn3)cc2C(=O)N([C@@H](C)CO)C[C@H]1C	4.9	-197.9	-0.2

# (further entries)
Pf Dd2 growth	Molecule	GASC1 inh	T cruzi growth	C diff growth
28.0	COc1ccc(NC(=O)N(C)C[C@H]2Oc3ccc(NS(=O)(=O)c4ccc(OC)cc4)cc3CC(=O)N([C@H](C)CO)C[C@@H]2C)cc1	0.1	-18.6	-2.4
24.9	Cn1cnc(S(=O)(=O)N2CC[C@@H]3[C@H]2c2cc(C#Cc4cccc(F)c4)ccc2N[C@@H]3CO)c1	-3.9	-22.2	17.1
-76.1	C[C@@H]1CN([C@H](C)CO)C(=O)c2cccc(NC(=O)C3CC3)c2O[C@H]1CN(C)Cc1ccc(Cl)c(Cl)c1	0.2	53.3	-2.6
-18.8	CO[C@@H]1CN(C)C(=O)c2cc(NC(=O)c3ccc4c(c3)OCO4)ccc2OC[C@H](C)N(CC2CC2)C[C@H]1C	0.4	42.0	·
-31.0	C[C@@H]1CN([C@@H](C)CO)C(=O)c2c(c3ccccc3n2C)-c2ccccc2CO[C@H]1CN(C)C(=O)CCC(F)(F)F	-0.8	13.3	-6.8
·	COc1cccc(C(=O)Nc2ccc3c(c2)C(=O)N(C)[C@H]2CC[C@H](CC(=O)NCCCN4CCOCC4)O[C@H]2CO3)c1	0.8	-37.5	-3.4
9.5	C[C@H](CO)N1C[C@H](C)[C@@H](CN(C)C(=O)Nc2ccc(F)cc2)Oc2ccc(NC(=O)CCC(F)(F)F)cc2CC1=O	0.8	11.7	6.1
13.5	O=C(C[C@H]1CC[C@H]2[C@@H](COC[C@@H](O)CN2Cc2cccc(Cl)c2)O1)N1CCCCC1	1.6	-22.5	7.8&-6.3

# Part of the list above with just GASC1 inh.
Molecule | GASC1 inh
C[C@@H]1CN([C@H](C)CO)C(=O)c2cccc(NC(=O)C3CC3)c2O[C@H]1CN(C)Cc1ccc(Cl)c(Cl)c1 | 0.2
Cn1cnc(S(=O)(=O)N2CC[C@@H]3[C@H]2c2cc(C#Cc4cccc(F)c4)ccc2N[C@@H]3CO)c1 | -3.9

# The results go on.
Pf Dd2 growth	Molecule	GASC1 inh	T cruzi growth	C diff growth
18.5	CN(C)C(=O)C[C@@H]1CC[C@H]2[C@@H](COC[C@@H](O)CN2CC2CCCCC2)O1	0.4	-18.8	-0.6&-2.8
9.0	C[C@@H]1CN([C@H](C)CO)C(=O)c2cccc(NC(=O)Nc3ccccc3)c2O[C@H]1CN(C)CC1CC1	0.2	·	1.7
13.8	Cc1ccc(S(=O)(=O)Nc2ccc3c(c2)C(=O)N([C@H](C)CO)C[C@@H](C)[C@@H](CN(C)S(=O)(=O)c2cccs2)O3)cc1	0.0	23.1	-7.5
25.5	C[C@@H]1CCCCO[C@@H](CN(C)Cc2ccccc2)[C@@H](C)CN([C@H](C)CO)C(=O)c2cc(NS(=O)(=O)c3ccc(Cl)cc3)ccc2O1	-0.2	65.0	-1.6
25.8	CCS(=O)(=O)N1CC2(CN(C)[C@H](CO)c3c2c2ccc(OC)cc2n3C)C1	0.0	·	4.0
-14.0	CO[C@H]1CN(C)C(=O)c2ccc(NS(C)(=O)=O)cc2OC[C@@H](C)N(CC2CCOCC2)C[C@@H]1C	1.6	2.8	·
-8.2	C[C@@H]1CN([C@H](C)CO)C(=O)c2cccc(NC(=O)NC3CCCCC3)c2O[C@H]1CN(C)Cc1ccncc1	8.4	8.1	-2.3
17.0	CC(=O)N(C)C[C@@H]1Oc2ncc(C3=CCCC3)cc2C(=O)N([C@@H](C)CO)C[C@H]1C	1.0	-35.8	-1.1
-11.6	CN(C)C(=O)C[C@@H]1CC[C@H]2[C@@H](COc3ccc(NC(=O)c4cnccn4)cc3C(=O)N2C)O1	1.8	22.4	-1.5

# Screening data from PubChem.
